ER stress surv: ER stress cell death inhibition; AID 1010; 48,000 tested, 0.33% active; CSM14.1 thapsigargin ER stress survival, ATP luminescence; relative survival (cellular ATP), % at 15 µg/mL (by protocol);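 active = survival measured by cellular ATP above 50% at 15 µg/ml in the first screen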;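 note: cell death triggered by about 15 µM thapsigargin; ATP read 24 h after thapsigargin was added; plate controls were thapsigargin with DMSO for no effect and DMSO without thapsigargin for full effect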
The depositor's hits bear a star.

SMILES | ER stress surv
O=C1NC(=O)C(=Cc2ccc(OCc3cccc4ccccc34)cc2)C(=O)N1 | 0
Cc1ccc(NC(=O)CC2Sc3ccccc3NC2=O)cc1 (stereo unspecified) | 8
CCN(CC)C(=O)c1sc(NC(=O)c2cc(Cl)ccc2OC)c(C#N)c1C | 4
Cc1ccc(C(=O)CC(=O)c2ccc(C(C)(C)C)cc2)c(O)c1 | 4
Cc1ccc(C(=O)NC23CCC4CC(CC(C4)C2)C3)cc1 | 9
COc1ccc(C(=O)Nc2cc(C)nc3ccccc23)cc1OC | 2
O=C(COc1ccc2ccc(=O)oc2c1)Nc1cccc2ccccc12 | 1
c1ccc(NC2=Nc3ccccc3CCC2)cc1 | -3
Cc1ccc(-c2nc3ccccn3c2NC(=O)c2ccco2)cc1 | 1
CCOC(=O)CNC(c1ccccc1)c1cc(Br)ccc1NC(=O)OCC (stereo unspecified) | 6
N#CCOc1ccccc1/C=C1/SC(=S)NC1=O | 6
Cc1ccc(NC(=S)NC(=O)/C=C/c2ccccc2)cc1NC(=O)c1ccccc1 | 4
CC1=NN(c2cccc(F)c2)C(=O)/C1=C\c1ccc(N(C)C)cc1 | -4
CCOC(=O)c1sc(C)c2c(=O)n(CCc3ccccc3)nnc12 | -6
Cc1ccc(N(CC(=O)NCCc2ccccc2)S(C)(=O)=O)cc1Cl | 4
COc1ccc(OCC(=O)NCc2ccc3c(c2)OCO3)cc1 | 0
CCN1C(C)=C(C(=O)OC)C(c2ccc([N+](=O)[O-])cc2)C(C(=O)OC)=C1C | 3
Cc1cccc(C(=O)NNC(=O)c2ccc(Cl)cc2)c1O | 4
O=C(Nc1ccc(Cl)c(-c2nc3ccccc3[nH]2)c1)c1cccs1 | 15
CCCOc1ccc(Cc2c(O)nc(N)[nH]c2=O)cc1C | 13
O=C(COc1ccccc1)Nc1cc(C(F)(F)F)cc(C(F)(F)F)c1 | 2
C=CCS(=O)(=O)Nc1cccc2ccccc12 | 6
CC(NC(=O)C(=O)Nc1ccccc1F)c1ccccc1 (stereo unspecified) | 2
CC1C(=O)C(C)C(c2ccc3c(c2)OCO3)NC1c1ccc2c(c1)OCO2 (stereo unspecified) | 9
CC1(C)c2ccccc2N(CCO)C12C=Cc1cc(Br)ccc1O2 (stereo unspecified) | 2
Cc1ccc(N2CCN(S(=O)(=O)c3ccc(C)cc3)CC2)cc1 | 3
CCCN(CCC)C(=O)c1cnn(-c2ccccc2)c1NC(=O)c1cccc(F)c1 | 7
N#C/C(=C/c1ccc(/C=C(\C#N)C(N)=O)cc1)C(N)=O | 19
CCOc1cc(C(=O)NCc2ccco2)cc(OCC)c1OCC | 18
C/C(=N\N1C(=O)c2ccccc2C1=O)c1cccc([N+](=O)[O-])c1 | 1
C=CCNC(=O)CN(c1ccc(Cl)cc1)S(C)(=O)=O | 0
CC(=O)C1=C(O)CC(C)(C)CC1=Nc1ccc(N)cc1 | 2
O=C(NC(NC(=S)Nc1cccc(O)c1)C(Cl)(Cl)Cl)c1cccc([N+](=O)[O-])c1 (stereo unspecified) | -11
Cc1cccc(C(=O)N2CCN(Cc3ccccc3)CC2)c1 | -1
O=C(Cn1c(O)c(N=NC(=O)c2ccc([N+](=O)[O-])cc2)c2ccccc21)Nc1ccccc1 | -9
CCOC(=O)c1cnc2c(-c3ccccc3)c(C)nn2c1C | 9
C(=C\c1ccco1)/C=N/Nc1cccc2cccnc12 | -4
Cc1cc(C)c(/C=c2\sc3nc4cc(Br)cnc4n3c2=O)cc1C | 4
Cc1ccccc1OCC(=O)Nc1cccc(-c2cc3ccccc3oc2=O)c1 | -1
O=C(CSc1nc2ccccc2s1)Nc1ccccc1[N+](=O)[O-] | -6
Cc1c(NC(=O)NC(=O)c2ccc(F)cc2)c(=O)n(-c2ccccc2)n1C | 0
COc1ccc(C(=O)N2CC3(CCCC3)c3ccccc3C2C)cc1OC (stereo unspecified) | 22
C=CCN1C(=O)/C(=C\c2ccc(-c3ccc(C(=O)OCC)cc3)o2)SC1=S | 4
O=C(Nc1ccc(Cl)cc1)Nc1nnc(-c2ccccc2Br)s1 | 1
O=C1NC(=O)N(c2ccccc2F)C(=O)/C1=C/c1ccc(O)c(Cl)c1 | 2
Cc1ccc(N2C(=O)CC(NCCc3ccccc3F)C2=O)cc1 (stereo unspecified) | 2
O=C(CSc1nc2ccccc2s1)NCCO | -3
CCCCNCCCCOc1ccccc1Cl | -7
CC(C)OC(=O)c1c(-c2ccccc2)csc1NC(=O)c1c(F)cccc1F | 4
COc1ccc(C(=O)Nc2ccc3nn(-c4ccc(F)cc4)nc3c2)cc1Cl | -3
Nc1ccc2nc(SCC(=O)NC(c3ccccc3)c3ccccc3)sc2c1 | 3
Cc1ccc(CN2C(=O)C(C)(C)N(C(=O)c3cccc([N+](=O)[O-])c3)c3ccccc32)c(C)c1 | 1
O=C1C(=Cc2cccc(OCc3ccccc3)c2)C(=O)c2ccccc21 | 6
CC(Oc1ccc2c3c(c(=O)oc2c1)CCC3)c1ccccc1 (stereo unspecified) | 1
COC(=O)C1=C(C)NC(=O)CC1c1ccc(F)c(Br)c1 (stereo unspecified) | 20
O/C(=C\c1nc2ccccc2nc1/C=C(/O)c1ccccc1)c1ccccc1 | -4
COc1ccc(OC(C)C(=O)Nc2ncn[nH]2)cc1 (stereo unspecified) | 1
COc1ccc(C(=O)Nc2ccccc2)cc1NC(=O)c1ccccc1C | 4
CCN(CC)S(=O)(=O)c1ccc(NC(=O)COc2ccccc2)cc1 | 4
CCOc1ccc2ccc(OCC)c(/C=C3\C(=O)NC(=O)N(c4ccc5c(c4)OCO5)C3=O)c2c1 | 12

Carrying on.
SMILES | ER stress surv
N/C(=N\OC(=O)c1cccc(Br)c1)c1cccnc1 | 4
CC(=O)Oc1cccc(N2C(=O)c3ccc(C(=O)Nc4cccc(C(=O)NCC(C)C)c4)cc3C2=O)c1 | -2
O=S1(=O)CCC(NC(=S)N/N=C/c2cccc(Oc3ccccc3)c2)C1 (stereo unspecified) | 5
Cc1ccc2[nH]c(=O)c(C(=O)/C=C\c3ccc(Br)cc3)c(-c3ccccc3)c2c1 | -3
O=C(COc1ccccc1)Nc1nc2ccccc2s1 | 0
COc1cc(OC)c(OC)cc1CN1CCN(C(=O)c2ccccc2)CC1 | -3
COc1ccccc1NC(=O)c1ccccc1NC(=O)c1ccccc1Cl | 8
COc1ccc(S(=O)(=O)N2CCN(S(=O)(=O)c3ccccc3)CC2)cc1 | -4
CC(=O)Nc1ccccc1NC(=O)CCc1ccccc1 | 0
CC(=O)Nc1ccc(S(=O)(=O)N/N=C(\C)c2cccs2)cc1 | 8
CN(C)c1ccc(/C=C/C(=O)c2c(-c3ccccc3)c3cc(Cl)ccc3[nH]c2=O)cc1 | -9
COc1cc(C(=O)Nc2nc(C(C)(C)C)cs2)cc(OC)c1OC | 5
COc1ccc(N2C(=O)NC(=O)/C(=C/c3cc(Cl)c(OCCOc4ccccc4)c(OC)c3)C2=O)cc1 | -2
CC1CCc2c(sc(NC(=O)CCN3C(=O)c4ccccc4C3=O)c2C(N)=O)C1 (stereo unspecified) | 9
CC(C)c1cc(C(C)C)c(S(N)(=O)=O)c(C(C)C)c1 | 5
Cc1ccccc1-n1c(N)c(C#N)c2nc3ccccc3nc21 | 4
O=C(O)/C=C/c1cccc(/C=C/C(=O)O)c1 | 4
O=C(CC1(O)C(=O)Nc2ccc(Br)cc21)c1ccco1 (stereo unspecified) | 7
C=CCOc1ccc(-c2nc3sc4c(c3c(=O)[nH]2)CCCC4)cc1Br | 4
COc1ccc(N2C(=O)/C(=C\c3cc(OC)ccc3OC)SC2=S)cc1 | 4
O=C1C2C3C=CC(C4CC34)C2C(=O)N1c1ccccc1F (stereo unspecified) | -2
Cc1ccc(-c2cc3nc(C)c(C)c(C(C)(C)C)n3n2)cc1 | 6
Cc1cc(NCCCN(C)C)n2c(nc3ccccc32)c1C#N | -1
COc1cc(C(=O)n2nnc3ccccc32)c([N+](=O)[O-])cc1OC | 1
O=C(Nc1ccc(Cl)c(Cl)c1)Nc1nnc(/C=C/c2ccccc2)s1 | 1
COc1cccc(/C=C2/C=C(c3ccc(C)cc3)OC2=O)c1 | 0
CC1(C)CC(NC(=O)C(=O)Nc2ccc(Cl)cc2)CC(C)(C)N1 | -8
Cc1ccc2nc(SCC(=O)Nc3nc4ccccc4s3)[nH]c2c1 | -2
CCOc1cc(C2C(C(=O)OC(C)C)=C(C)NC3=C2C(=O)CCC3)cc([N+](=O)[O-])c1O (stereo unspecified) | 0
Cc1cc(C)nc(SCCN2CCCCC2)n1 | 3
O=C(Cn1c(O)c(N=NC(=O)C(=O)Nc2cccc([N+](=O)[O-])c2)c2ccccc21)Nc1ccccc1 | 10
CC(C)(C)c1cc(C(=O)N/N=C/c2cc(C(C)(C)C)c(O)c(C(C)(C)C)c2)n[nH]1 | -1
Cc1cc(C)nc(SCC(=O)N2c3ccccc3-c3c(ssc3=S)C2(C)C)n1 | 10
Cc1ccc(C(=O)Nc2c(C(C)C)cccc2C(C)C)cc1[N+](=O)[O-] | 9
CCOc1cc(-c2nc3ccccc3c(=O)[nH]2)cc(Br)c1O | 7
CN1C(=O)C(=Cc2ccc(-c3ccc(Cl)c(C(=O)O)c3)o2)C(=O)N(C)C1=O | 2
N=c1nc(N)nc2n1NC(c1ccc(Cl)cc1)=CS2 | -2
Cc1ccc(-c2cc(C(=O)N/N=C/C=C/c3ccccc3)[nH]n2)cc1 | 10
CCS/C(=N/Nc1ccc(C)cc1)C(C)=O | -8
Cc1ccccc1NC(=O)COc1ccccc1 | 4
Cc1cccc(NC(=O)COc2ccc(C(C)C)cc2)c1C | 7
Cc1ccc(-c2ncnn2-c2ccc(Cl)cc2)cc1 | -6
O=C(c1ccccc1)C(Sc1ncn[nH]1)c1ccccc1 (stereo unspecified) | 4
C/C(=C\C(=O)c1ccc(Cl)cc1)Nc1ccc(Br)c(C)c1 | 10
O=C1OC(c2ccc(Cl)cc2)=C/C1=C\c1cccc([N+](=O)[O-])c1 | 7
O=C(Cc1ccccc1)Nc1ccc(C(=O)Nc2nccs2)cc1 | -1
O=C(/C=C\Nc1ccccc1[N+](=O)[O-])c1ccc2c(c1)OCO2 | 0
COCCN1C(=O)C(=O)/C(=C(/O)c2ccccc2)C1c1ccc(OC)cc1 (stereo unspecified) | 10
O=C(COc1ccc2ccccc2c1)Nc1ccccc1F | -2
O=C(ON1C(=O)C2C3c4ccccc4C(c4ccccc43)C2C1=O)c1ccccc1 (stereo unspecified) | 11
CCN(CC)c1ccc(NC(=S)Nc2ccc(F)cc2)cc1 | -6
Cc1c(C(=O)NN2CCOCC2)cccc1[N+](=O)[O-] | 8
Cc1ccc(CN2CCN(C3CCCC3)CC2)cc1 | 6
Cc1[nH]n(-c2ccc(Cl)c(C(=O)O)c2)c(=O)c1/C=C1\C=c2ccccc2=NC1=O | -3
COc1ccc(Cl)cc1C(=O)NC(C)c1ccccc1 (stereo unspecified) | 6
CCN1C(=O)/C(=C\c2ccc(OS(=O)(=O)c3ccccc3[N+](=O)[O-])c(OC)c2)SC1=S | 3
CCCOc1ccc(C(=O)Nc2ccc(O)cc2C(=O)O)cc1 | -3
COc1cccc(/C=C2\SC(N3CCCC3)=NC2=O)c1OC | -1
CC(=O)N(c1ccccc1)C1C=CS(=O)(=O)C1 (stereo unspecified) | 4
CC(C)NCCN1CCn2c1nc1ccccc12 | 2

Continuation:
SMILES | ER stress surv
O=C(Oc1c(Br)cc(Br)cc1/C=N/NC(=O)c1ccccn1)c1ccc2c(c1)OCO2 | 8
Cc1nn(-c2ccccc2)c(C)c1/C=N\NC(=O)c1cc(C(C)(C)C)[nH]n1 | 9
O=C(O)c1ccccc1SC1CC(=O)N(Cc2ccccc2)C1=O (stereo unspecified) | 6
O=C(CCCN1C(=O)c2ccccc2C1=O)N(Cc1ccccc1)Cc1ccccc1 | -1
CCOC(=O)c1c(C)nc(-c2ccccc2)nc1NC(=O)CC | 6
NNC(=O)/C(=C\c1ccc(Cl)cc1)NC(=O)c1ccccc1 | -3
Cc1c[n+]2ccsc2n1CCCS(=O)(=O)[O-] | 7
COc1ccc(C)cc1NC(=O)C(=O)NCC(C)C | 5
O=C1c2ccccc2NC(c2ccccc2[N+](=O)[O-])N1O (stereo unspecified) | -3
CC(=O)Nc1cccc(OC2=NS(=O)(=O)c3ccccc32)c1 | 10
O=C(NCC1CC2CC1C1CC21)C1C2C3C4CC5C3C5C4C12 (stereo unspecified) | 8
CC(C)(C)NC(=O)c1cccc(NC(=O)c2ccc(Cl)c(Cl)c2)c1 | 3

Reformatted tab-delimited: 19 of the compounds above
mol	ER stress surv
Cc1[nH]n(-c2ccc(Cl)c(C(=O)O)c2)c(=O)c1/C=C1\C=c2ccccc2=NC1=O	-3
COc1ccc(Cl)cc1C(=O)NC(C)c1ccccc1 (stereo unspecified)	6
CCN1C(=O)/C(=C\c2ccc(OS(=O)(=O)c3ccccc3[N+](=O)[O-])c(OC)c2)SC1=S	3
CCCOc1ccc(C(=O)Nc2ccc(O)cc2C(=O)O)cc1	-3
COc1cccc(/C=C2\SC(N3CCCC3)=NC2=O)c1OC	-1
CC(=O)N(c1ccccc1)C1C=CS(=O)(=O)C1 (stereo unspecified)	4
CC(C)NCCN1CCn2c1nc1ccccc12	2
O=C(Oc1c(Br)cc(Br)cc1/C=N/NC(=O)c1ccccn1)c1ccc2c(c1)OCO2	8
Cc1nn(-c2ccccc2)c(C)c1/C=N\NC(=O)c1cc(C(C)(C)C)[nH]n1	9
O=C(O)c1ccccc1SC1CC(=O)N(Cc2ccccc2)C1=O (stereo unspecified)	6
O=C(CCCN1C(=O)c2ccccc2C1=O)N(Cc1ccccc1)Cc1ccccc1	-1
CCOC(=O)c1c(C)nc(-c2ccccc2)nc1NC(=O)CC	6
NNC(=O)/C(=C\c1ccc(Cl)cc1)NC(=O)c1ccccc1	-3
Cc1c[n+]2ccsc2n1CCCS(=O)(=O)[O-]	7
COc1ccc(C)cc1NC(=O)C(=O)NCC(C)C	5
O=C1c2ccccc2NC(c2ccccc2[N+](=O)[O-])N1O (stereo unspecified)	-3
CC(=O)Nc1cccc(OC2=NS(=O)(=O)c3ccccc32)c1	10
O=C(NCC1CC2CC1C1CC21)C1C2C3C4CC5C3C5C4C12 (stereo unspecified)	8
CC(C)(C)NC(=O)c1cccc(NC(=O)c2ccc(Cl)c(Cl)c2)c1	3

Screening results (PubChem BioAssay)

A portion of the library, so the mix of outcomes need not match the whole.
